UGM FP inh – inhibitors of M. tuberculosis UDP-galactopyranose mutase | P9WIQ1 | purified UGM, fluorescence polarization probe displacement | inhibition, % at 10 µM | 0.06% of 320,000 active | AID 504406; in the data active = inhibition above about 10%, passing the limit was not always enough; inconclusive = no clear call, values can overlap the other calls
Target sequence (P9WIQ1 whole entry, looked up): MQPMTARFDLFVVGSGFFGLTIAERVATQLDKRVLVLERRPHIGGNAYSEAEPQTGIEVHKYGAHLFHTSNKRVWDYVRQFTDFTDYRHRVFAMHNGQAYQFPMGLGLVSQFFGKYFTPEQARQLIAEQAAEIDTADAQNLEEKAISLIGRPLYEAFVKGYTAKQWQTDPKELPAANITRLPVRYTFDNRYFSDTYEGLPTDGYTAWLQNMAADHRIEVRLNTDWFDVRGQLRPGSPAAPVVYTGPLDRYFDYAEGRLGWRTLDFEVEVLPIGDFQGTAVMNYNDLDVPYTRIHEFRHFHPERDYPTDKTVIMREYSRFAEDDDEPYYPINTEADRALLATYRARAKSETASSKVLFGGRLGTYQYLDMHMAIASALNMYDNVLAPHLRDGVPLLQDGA
FadD28 binding – inhibitors of Mycobacterium tuberculosis FadD28 bisubstrate binding; inhibition, % at 12.5 µM; FadD28 bisubstrate probe binding, fluorescence polarization; 0.22% of 360,000 active; in the data active = inhibition above about 8.5%, passing the limit was not always enough; inconclusive = no clear call, values can overlap the other calls
Rv3671c inh – inhibitors of M. tuberculosis serine protease Rv3671c | AID 2606 | 0.048% of 320,000 active | inhibition, % at 5.96 µM; in the data active = inhibition above about 38%;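 also: extracellular domain of Rv3671c used as enzyme; 0% = enzyme with DMSO and 100% = no enzyme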
Target sequence (P9WHR9 whole entry, looked up, the tested form may be a part): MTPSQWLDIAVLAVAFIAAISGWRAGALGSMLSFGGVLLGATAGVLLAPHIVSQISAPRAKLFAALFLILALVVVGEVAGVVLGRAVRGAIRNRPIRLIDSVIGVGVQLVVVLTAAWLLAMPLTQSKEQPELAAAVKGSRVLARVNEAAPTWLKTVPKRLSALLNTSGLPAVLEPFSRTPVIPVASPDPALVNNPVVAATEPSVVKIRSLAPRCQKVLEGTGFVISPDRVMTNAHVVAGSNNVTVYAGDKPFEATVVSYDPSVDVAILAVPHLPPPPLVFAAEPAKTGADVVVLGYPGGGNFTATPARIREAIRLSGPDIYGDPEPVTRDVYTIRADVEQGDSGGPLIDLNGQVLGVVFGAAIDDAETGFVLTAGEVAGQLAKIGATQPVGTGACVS
PrPC TRFRET – cell surface PrPC inhibition, primary TR-FRET screen; P04156; TR-FRET read-out; inhibition, % at 13.8 µM; 0.43% of 370,000 active; AID 720596; in the data active = inhibition above about 24%; also: 0% = median of the test wells and 100% = reference compound wells
Mtb BioA inh – inhibitors of Mycobacterium tuberculosis BioA enzyme | purified M. tuberculosis BioA enzyme, plate reader | inhibition, % at 9.99 µM | 0.096% of 360,000 active; in the data active = inhibition above about 40%; inconclusive = no clear call, values can overlap the other calls
Mtb FBA inh – inhibitors of M. tuberculosis fructose-bisphosphate aldolase; 2.3% of 360,000 active; purified M. tuberculosis FBA, fluorescence read-out; inhibition, % at 1 µM; in the data active = inhibition above about 27%;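 also: 0% = vehicle and 100% = reference inhibitor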
BoNT-F LC inh – blocks Botulinum neurotoxin F light chain protease; Multiplex microsphere protease cleavage assay, flow cytometry; inhibition, % at 10 µM; 0.22% of 360,000 active; AID 588497; in the data active = inhibition above about 35%, passing the limit was not always enough; inconclusive = no clear call, values can overlap the other calls; also: plate controls were buffer without enzyme for full effect and enzyme alone for no effect
GDH-TPI counter – counter-screen for M. tuberculosis FBA inhibitors: GDH-TPI coupled enzymes. GDH-TPI coupled enzyme counterscreen, NADH absorbance. inhibition, % at 4.8 µM. 1.2% of 360,000 active. AID 588335; in the data active = inhibition above about 30%;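 also: 0% = DMSO wells and 100% = wells lacking the enzyme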
MazEF act – increases E. coli MazEF RNase cleavage of RNA; P0AE70; FAM/BHQ RNA-DNA oligo cleavage fluorescence, 5 h; 0.32% of 350,000 active; AID 504720; activation, % at 20 µM; in the data active = activation above about 50%
Target sequence (P0AE70 whole entry, looked up): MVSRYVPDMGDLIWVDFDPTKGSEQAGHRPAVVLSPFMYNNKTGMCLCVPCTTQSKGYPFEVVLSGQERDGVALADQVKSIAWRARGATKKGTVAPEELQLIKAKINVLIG
The depositor's hits bear a star; ? = inconclusive; . = not tested or not shown.

SMILES	UGM FP inh	FadD28 binding	Rv3671c inh	PrPC TRFRET	Mtb BioA inh	Mtb FBA inh	BoNT-F LC inh	GDH-TPI counter	MazEF act
COP(=O)(OC)C(NS(=O)(=O)c1ccccc1)C(Cl)(Cl)Cl (stereo unspecified)	1.6	-0.3	8	-2	0.6	1	-2	3	6
C[C@H](NC(=O)c1nc[nH]c1C(=O)NCc1ccc(CNC(=O)OC(C)(C)C)cc1)c1ccccc1	2.9	-5.6	-12	10	-0.7	-3	-6	-9	2
COc1ccc(C2C3=C(CCCC3=O)Nc3nc(C(F)(F)F)nn32)c(OC)c1OC (stereo unspecified)	1.5	-2.5	-11	-7	0.4	3	-1	-1	2
O=C(c1cccnc1NCc1ccc(F)cc1)N1CCOCC1	0.2	-2.2	-3	-1	1.1	1	-2	1	10
CN(Cc1ccccc1)c1nc2c(c(=O)n(C)c(=O)n2C)n1CCCc1ccccc1	0.1	-2.6	-4	2	4.2	1	-7	5	-7
O=C(NCCCO)NC(=S)c1cccc2ccccc12	0.1	-0.2	5	0	.	0	4	9	4
C=CCC[C@H](Cc1ccc(F)cc1)C(=O)OC[C@@H](NC(=O)[C@@H](CC=C)CC(=O)N(CCO)Cc1ccccc1)C(C)(C)C	1.3	-3.0	-5	20	-2.9	1	3	16	-8
COCCn1c(-c2ccc(OC)cc2)cnc1SCC(=O)Nc1ccc(OC)cc1OC	1.6	0.4	-6	4	.	2	1	-5	-6
O=C(Nc1cc(C(F)(F)F)ccc1N1CCOCC1)C1CCCO1 (stereo unspecified)	1.1	-0.6	-2	-11	-0.1	2	-2	-5	-9
CSc1nc2cc(C)nn2c(-c2ccccc2Cl)c1C#N	0.2	-0.5	10	3	.	-1	?	-1	11
O=C(Cn1nnc2ccccc2c1=O)NCc1ccco1	3.0	-1.0	0	-11	-0.3	8	-2	13	0
Cc1ccc(OCC(=O)Nc2cccc(S(=O)(=O)NC3=NCCCCC3)c2)cc1C	2.4	-0.9	-11	2	-0.6	1	1	-4	2
O=C(CCc1nc2ccccc2n1-c1ccccc1)NCCO	1.2	-3.1	-2	-4	-1.4	1	-10	5	9
COc1cccc(/C=N/NC(=O)C(c2ccncc2)N2CCOCC2)c1 (stereo unspecified)	-3.3	-2.2	8	-1	-1.4	3	4	1	2
Cc1cc(-c2nnnn2-c2cc(Cl)cc(Cl)c2)no1	-0.6	-0.7	-6	-3	-0.3	-1	?	12	-4
O=C(N/C(=C/c1ccccc1Cl)C(=O)N1CCCC1)c1ccccc1	-4.1	-2.6	8	-1	.	1	3	5	-5
COc1cc(C(=O)n2cnc3ccccc32)c([N+](=O)[O-])cc1OC	-2.0	-0.3	5	-10	1.7	-3	-9	11	-24
C[C@H](CO)N1C[C@H](C)[C@H](CN(C)C(=O)Nc2ccc(F)cc2)OCc2cnnn2CCCC1=O	.	-0.9	.	-6	1.1	2	-6	9	-6
CCOC(=O)CNC(c1ccccc1)c1cc(Br)ccc1NC(=O)CCN1CCOCC1 (stereo unspecified)	-2.7	-8.5	-8	-2	.	3	1	5	1
COc1cc(/C=C/C(=O)NC(=O)c2ccccc2O)ccc1O	-2.5	-0.8	-4	-19	0.1	-4	-1	40*	0
CN(C)CCNC(=O)c1cccc2[nH]c(-c3ccncc3)nc12	.	-1.6	.	0	.	35*	-7	12	11
O=C(CCC(=O)OCC(F)(F)C(F)F)Nc1ccc(F)cc1F	-1.5	-1.4	0	-5	-0.8	1	2	5	2
CCOC(=O)CCP(=O)(O)C(C)(O)c1ccccc1 (stereo unspecified)	0.7	-3.6	-7	1	-1.1	-1	0	5	0
CCc1ccc(NC(=S)NCc2cccnc2)cc1	1.6	-2.0	6	6	2.5	-2	?	-1	15
O=C1Cc2ccccc2Sc2ccccc21	-0.3	-0.4	-1	6	-1.8	0	-6	8	-2
CCc1ccc(OCCOCC(O)CNC(C)(C)C)cc1 (stereo unspecified)	2.1	-4.7	11	-1	-0.9	2	-3	-11	3
Cc1cc(C(=O)COc2cccnc2[N+](=O)[O-])c(C)n1-c1ccccc1F	0.2	-7.6	-2	-5	.	4	0	3	4
CCOC(=O)N1CCC(NC(=O)c2cccc3c2C(=O)N(CCOC)C3)CC1	-3.8	0.8	2	5	0.3	1	-2	-9	4
Cc1cc(C)cc(NC(=S)NCc2cccnc2)c1	-0.9	-3.4	-7	4	.	-1	-1	-3	0
CCOc1ccc(NS(=O)(=O)c2cc(C(=O)N3CCC3)ccc2Cl)cc1	2.0	0.3	-1	0	0.0	6	-8	5	2
O=C(COc1ccccc1)Nc1nc(-c2cccnc2)cs1	-1.0	-3.4	-10	0	0.7	1	-4	1	3
Cc1ccc(-c2noc(C3CCCN(C(=O)C4CCCCC4)C3)n2)o1 (stereo unspecified)	-1.9	0.7	5	7	0.0	-2	-1	15	2
CC(=O)Nc1ccc(S(=O)(=O)NCC(=O)OCC(=O)c2ccc[nH]2)cc1	1.1	-0.7	0	-5	-0.9	-3	-8	5	1
COc1cnc(-c2ccccn2)nc1Oc1ccc(Cl)c2ccccc12	-1.2	1.4	8	0	-0.7	4	-8	-11	-7
O=C(CCc1ccccc1)NC(=S)Nc1ccccc1[N+](=O)[O-]	2.6	-3.6	-12	-3	3.9	1	4	-2	3
CSc1nnc(-c2cccs2)n1C	-0.1	-3.2	-1	5	.	7	-6	-5	4
COc1ccc(N2CC(C(=O)N/N=C/c3cccs3)CC2=O)cc1 (stereo unspecified)	-2.3	-2.4	-3	0	.	-3	-2	10	-2
Cc1nn(CCCC(=O)O)c(C)c1[N+](=O)[O-]	-5.9	-2.9	8	-4	.	-2	-8	-6	7
O=S1(=O)N=C(c2ccccc2)c2ccccc21	-1.8	-2.2	-6	-7	0.0	0	-6	15	9
CCOC(=O)c1cnc(SC)nc1Oc1cccc(NS(=O)(=O)c2ccc(F)cc2)c1	-0.3	-0.6	7	-6	-4.9	-1	7	-5	-5
COc1ccc(C(CNC(=O)CSc2ccc(Br)cc2C)N2CCOCC2)cc1 (stereo unspecified)	2.2	-1.5	7	-6	.	3	0	-5	4
O=C(Nc1cccc(-c2nc3ccccc3s2)c1)C1=COCCO1	0.2	-5.4	-10	0	.	2	-4	1	0
OC[C@@H]1CN(C2CCCC2)C[C@H](n2cnc3c(NC4CCC4)ncnc32)O1	.	-1.0	.	0	-0.2	2	3	3	.
COc1ccc(OCCSc2n[nH]c(N)n2)cc1	-0.6	0.5	-4	3	-0.7	3	5	-4	1
O=[N+]([O-])c1ccc2c(c1N1CCCCC1)=NC1(CCCCC1)[N+]=2[O-]	0.0	-2.2	3	-39	.	-3	-6	14	5
Cc1cc(C)n(C(=O)COc2ccccc2[N+](=O)[O-])n1	3.2	-2.7	2	4	.	-1	2	-2	13
Clc1ccc(NC2=NCCC2)cc1Cl	-0.8	-1.4	2	-6	-0.3	-1	1	-2	10
Cc1ccc(NC(=S)Nc2cccc3cnccc23)cc1	1.3	-3.7	4	3	2.1	-2	-12	-6	-2

Structures from the list above with an NH in an aromatic ring, in the order listed:
SMILES	UGM FP inh	FadD28 binding	Rv3671c inh	PrPC TRFRET	Mtb BioA inh	Mtb FBA inh	BoNT-F LC inh	GDH-TPI counter	MazEF act
C[C@H](NC(=O)c1nc[nH]c1C(=O)NCc1ccc(CNC(=O)OC(C)(C)C)cc1)c1ccccc1	2.9	-5.6	-12	10	-0.7	-3	-6	-9	2
CN(C)CCNC(=O)c1cccc2[nH]c(-c3ccncc3)nc12	.	-1.6	.	0	.	35*	-7	12	11
CC(=O)Nc1ccc(S(=O)(=O)NCC(=O)OCC(=O)c2ccc[nH]2)cc1	1.1	-0.7	0	-5	-0.9	-3	-8	5	1
COc1ccc(OCCSc2n[nH]c(N)n2)cc1	-0.6	0.5	-4	3	-0.7	3	5	-4	1

Only PrPC TRFRET, for some of the entries so far:
SMILES	PrPC TRFRET
CCOC(=O)CCP(=O)(O)C(C)(O)c1ccccc1 (stereo unspecified)	1
CCc1ccc(NC(=S)NCc2cccnc2)cc1	6
O=C1Cc2ccccc2Sc2ccccc21	6

Additional compounds follow.
SMILES	UGM FP inh	FadD28 binding	Rv3671c inh	PrPC TRFRET	Mtb BioA inh	Mtb FBA inh	BoNT-F LC inh	GDH-TPI counter	MazEF act
COC(=O)CC1SC(=O)NC1=O (stereo unspecified)	3.0	1.0	4	0	-0.7	-1	-7	2	1
COc1ccc(NS(=O)(=O)c2cccc(C(=O)NNC(=O)c3cccc(NC(C)=O)c3)c2)cc1	0.7	-2.3	-11	-7	1.3	5	-10	2	1
CC1CCC(NC(=O)C2CCN(c3nc4ccccc4s3)CC2)CC1 (stereo unspecified)	-3.9	-2.4	3	-2	-0.7	3	-5	-17	-7
COc1ccccc1C(=O)Nc1ccc2c(c1)nc(CCNC(=O)c1ccco1)n2C	-2.2	-1.3	7	4	0.6	-3	-11	1	-3
COc1ccccc1OCCSc1nc2ccccc2n1CC(=O)O	.	-5.4	.	0	0.0	-2	9	-15	1
COc1ccc(N=C2C(=Nc3ccc(OC)cc3)N(c3ccccc3)C(=S)N2C(=O)c2ccc(Cl)cc2)cc1	-0.4	0.2	0	7	-0.9	1	-12	1	12
COC(Cc1ccccc1N1CCCC1=O)OC	2.3	-2.9	0	-4	-0.5	0	5	-1	6
Cn1cc([N+](=O)[O-])c(C(=O)NCC(=O)O)n1	0.5	-0.6	4	-11	.	2	-4	5	-6
Cc1ccccc1C(=O)NN(C)c1nc2ccccc2nc1C(F)(F)F	1.5	0.9	0	3	-1.1	1	-3	11	3
COc1ccc(-c2nnc(SCC(=O)c3cccs3)o2)cc1	-1.4	-1.0	0	4	0.1	0	0	-5	8
COc1nnc(-c2ccc(C)cc2)c2ccccc12	1.9	-1.7	.	-2	4.2	1	-8	7	0
Cn1c(CN2CCN(CC#N)CC2)c(C#N)c2ccccc21	0.7	-3.4	2	8	-0.1	-11	-7	5	-7
CC(C)Sc1nnc(NC(=O)c2ccc3c(c2)OCO3)s1	2.0	-1.3	11	2	-2.1	1	-8	16	3
O=C(Cn1nc(-c2cccs2)ccc1=O)Nc1ccc(Br)cc1	2.5	-6.6	-32	-8	-0.5	3	2	5	2
Cc1ccsc1C(=O)OCC(=O)NC1CCCCC1C (stereo unspecified)	.	-3.4	4	-5	-1.3	2	5	2	4
COc1ccc(CCNC(=O)c2ccc(CS(=O)(=O)c3ccc(C)cc3)o2)cc1OC	-0.4	-0.3	2	5	2.8	-1	0	-1	10
CCC(C)C(=O)Nc1ncc2c(n1)CC(c1cccs1)CC2=O (stereo unspecified)	-0.2	-5.1	-3	-6	21	-2	-2	-7	3
Cc1cccc(Nc2nnc(SCC(=O)NC(=O)Nc3ccc4c(c3)OCCO4)s2)c1	-3.6	-2.4	-1	-3	-2.2	-1	2	18	-8
O=C(COC(=O)/C=C/c1ccc(Cl)cc1Cl)NCc1ccco1	0.0	-0.7	6	-7	.	-2	-1	8	-2
O=C1CN(C(=O)c2ccccc2F)C(c2ccc(F)cc2)c2cc(F)ccc2N1 (stereo unspecified)	-0.7	-5.2	3	-3	.	0	?	0	5
CC1CCc2nc(NC(=O)CSc3nc4ccccc4o3)sc2C1 (stereo unspecified)	0.7	-3.5	2	5	-1.4	-1	-10	4	3
CCCC(C(=O)NNC(=O)c1ccncc1)c1ccccc1 (stereo unspecified)	-1.7	-2.3	0	6	-1.3	0	-2	11	2
O=[N+]([O-])c1ccc(-c2cnc[nH]2)cc1	-1.0	-2.1	-3	-16	7.1	4	?	5	-6
O=C(O)c1ccccc1C(=O)Nc1ccccc1	-5.0	1.2	1	-3	-1.5	-2	-8	-3	-1
NC(=O)NC(=O)CSc1nnc(-c2ccco2)n1Cc1ccccc1	0.6	-0.2	-3	2	-2.5	-1	-10	-1	3
Cc1cc(C)nc(SCc2csc(-c3ccccc3)n2)n1	1.6	-2.4	2	-21	.	6	0	-1	2
COc1ccccc1CNC(=O)CCCn1nc(C)n2ccnc2c1=O	-0.1	-3.1	-2	2	-2.0	-1	-10	-1	3
Cc1cc(/C=C(\C#N)C(=O)N2CCOCC2)c(C)n1C1CCCC1	0.6	-3.7	5	1	.	-7	?	4	2

Assay outcomes (PubChem)
